Compound activity (PubChem BioAssay)
hcGAS inh: inhibitors of human cGAS; inhibition, % at 12.5 µM; Q8N884; AID 1259398; 290,000 tested, 0.081% active; recombinant h-cGAS, ATP depletion, Kinase-Glo luminescence;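 note: 0% = vehicle reaction and 100% = reaction without DNA for no activity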
Target sequence (Q8N884 whole entry, looked up): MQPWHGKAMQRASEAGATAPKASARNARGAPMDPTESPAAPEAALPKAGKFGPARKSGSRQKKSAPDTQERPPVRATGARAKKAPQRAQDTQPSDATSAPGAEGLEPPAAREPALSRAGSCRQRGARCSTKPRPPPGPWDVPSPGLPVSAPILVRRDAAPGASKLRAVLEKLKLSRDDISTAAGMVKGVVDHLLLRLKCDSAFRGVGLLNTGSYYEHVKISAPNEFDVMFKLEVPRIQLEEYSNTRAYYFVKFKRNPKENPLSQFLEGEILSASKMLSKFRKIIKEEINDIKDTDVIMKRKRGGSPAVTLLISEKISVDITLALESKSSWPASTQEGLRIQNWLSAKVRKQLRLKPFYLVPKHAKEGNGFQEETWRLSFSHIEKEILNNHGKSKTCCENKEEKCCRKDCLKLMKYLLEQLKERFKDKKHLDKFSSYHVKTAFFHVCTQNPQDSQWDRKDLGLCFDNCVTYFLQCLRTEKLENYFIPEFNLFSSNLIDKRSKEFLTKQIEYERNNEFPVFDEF
NPYLR7 agonist: activates Aedes aegypti NPYLR7 receptor; HEK293T NPYLR7/Galpha15, GCaMP6s calcium fluorescence; activation, % at 10 µM; 270,000 tested, 0.15% active; AID 1259423; in the data active = activation above about 40%;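 note: 0% = vehicle and 100% = reference agonist at the receptor; some compounds past the cut are filed as inactive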
mcGAS inh: mouse cGAS inhibition by luminescence | recombinant cGAS, Kinase-Glo ATP depletion luminescence | inhibition, % at 12.5 µM | 160,000 tested, 0.15% active | AID 1259399;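 note: 0% = negative control wells and 100% = reference inhibitor with no enzyme activity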
Starred values were filed as active, the others as inactive; . = not tested or not shown; & = joins results of further samples. Cut-off read from the data, not from the text of the source, unless noted: active = inhibition above about 40%; inactive = the rest.

SMILES	hcGAS inh	NPYLR7 agonist	mcGAS inh
CCOc1ccccc1N1CCN(CC(=O)C(C#N)c2nc(C)cs2)CC1 (stereo not drawn)	-4	11	.
CCOC(=O)[C@@H]1CN(C(=O)c2cc(C)oc2C)[C@H]2c3ccc(OC)cc3O[C@@H]12	-6	0	-4
O=C(NCC1CCCO1)c1c(O)c2c([nH]c1=O)CCCC2 (stereo not drawn)	-8	3	.
CCS(=O)(=O)NCC(c1cccs1)S(=O)(=O)c1ccc(Cl)cc1 (stereo not drawn)	-9	-2	-6
O=C(c1ccccn1)C1CCCN(C(=O)c2c(O)cccc2O)C1 (stereo not drawn)	-4	-4	-15
CN1CCCC2(CCN(C(=O)CCc3nc(-c4ccncc4)no3)C2)C1=O (stereo not drawn)	-4	15	.
Cc1cccc(-n2c(Cc3ccccc3)nnc2SCc2cccc(C(F)(F)F)c2)c1	-5	-2	-8
COc1ccc(C2C(=C(O)c3ccc(F)cc3)C(=O)C(=O)N2CCCN2CCOCC2)cc1 (stereo not drawn)	-7	6	-9
COc1cccc(C2=NN(C(C)=O)C(C(=O)N3CCCC3c3ccncc3)O2)c1 (stereo not drawn)	-7	14	.
Cc1nn(-c2ccc(C(=O)NCCN3CCCC3)cc2)c(C)c1Cl	-8	4	-8
CC(C)COc1nc(-c2ccc(C(F)(F)F)cc2)n(-c2ccc(N)cc2)n1	1	-11	-1
CN(C)CCN(C(=O)c1cccc([N+](=O)[O-])c1)c1nc2ccccc2s1	-8	0	-8
O=C(c1ccc(F)cc1)c1c[nH]c2cc3c(cc2c1=O)OCCO3	-4	-1	.
CSc1ccc(NC(=O)C(C)C)nn1	-3	-1	.
CN(CCCc1cnn(C)c1)Cc1cc2ccc(F)cc2[nH]c1=O	-6	6	.
CC(C)CNC(=O)C1(C)CCCN1C(=O)c1csnn1 (stereo not drawn)	-9	0	-4
O=C(NC1CCCN(CC2CCCCC2)C1)c1ccc2scnc2c1 (stereo not drawn)	-8	19	.
CCOC(=O)C(c1ccc(OC)c(OC)c1)C1C=CC(NC(=O)c2ccc(F)cc2C(F)(F)F)C1 (stereo not drawn)	-1	-4	-2
Cc1ccnc(C(=O)Nc2ccc(Nc3cc(N4CCCC4)nc(C)n3)cc2)n1	-4	2	.
CC1CCCCC1NC(=O)Nc1ccccc1-n1cccn1 (stereo not drawn)	-1	11	.
CCCc1nnc2c(C(=O)NCc3ccc4c(c3)OCO4)cccn12	-5	3	-2
COc1ccccc1C(=O)NC1CCN(c2ccccc2C(=O)NCc2ccncc2)CC1	-6	17	-5
Cc1cc2n(CC(O)COc3ccc(-c4ccccc4)cc3)c(=O)c3ccccc3n2n1 (stereo not drawn)	13	2	.
CCOC(=O)NNC(=O)c1ccc(=O)n(Cc2ccc(Cl)cc2)c1	-5	-12	-11
COc1ccc(S(=O)(=O)Oc2ccccc2CN(CCN(C)C)C(=O)NC(C)C)cc1	0	2	-4
COc1cc(/C=C/[C@@H]2C[C@H]3CN(Cc4cccc(Cl)c4)C(=O)[C@]34CCCN24)ccc1O	-5	1	.
COc1ccc(C)cc1N1CCN(C(=O)CCc2ccccc2)C(C)C1=O (stereo not drawn)	-4	-14	-4
O=C(CSc1nc(Cl)cc(N2CCC3(CC2)OCCO3)n1)N1CCN(c2ccccc2F)CC1	-13	.	-6
COCCNC(=O)Cn1cnc2scc(-c3ccc(OC)cc3)c2c1=O	-6	-10	.
Cc1ccc(N2C(=O)CC(NCc3cccc(C(F)(F)F)c3)C2=O)cc1 (stereo not drawn)	-6	-3	-5
Cc1cc(C)c(C2NCCCn3cccc32)cc1C (stereo not drawn)	2	28	.
Cc1cc(NC(=O)COC(=O)C2Oc3ccccc3OC2C)no1 (stereo not drawn)	4	2	-3
CCOc1ccc(C2NC(=O)N(C)C3=C2C(=O)N(C2CC2)C3)cc1 (stereo not drawn)	-3	14	-2
O=C1OC(c2ccc3c(c2)OCO3)=NC1=Cc1cc2ccccc2nc1N1CCOCC1	-3	-2	-5
CCCCNS(=O)(=O)c1ccc2c(c1)nc(CCC)n2CCCC	3	-11	.
Cc1cnn(CC2CCN(S(=O)(=O)NCc3ccccc3)CC2)c1	-7	3	.
Cc1cc(C)n2c(CNC(C)c3cccc(Cl)c3)cnc2n1 (stereo not drawn)	-6	3	.
Cn1nnc2c(SCc3cccnc3)ncnc21	-6	2	.
CCOC(=O)c1c[nH]c2ccc(C(F)(F)F)cc2c1=O	-9	19	-8
OC1CCN(c2ccnc(N3CCCC(OCc4ccccn4)C3)n2)CC1 (stereo not drawn)	-6	-5	.

Exported with two lines to a compound: part of the list above.
Every second line gives: hcGAS inh	NPYLR7 agonist	mcGAS inh
COc1ccc(C)cc1N1CCN(C(=O)CCc2ccccc2)C(C)C1=O (stereo not drawn)
  -4	-14	-4
O=C(CSc1nc(Cl)cc(N2CCC3(CC2)OCCO3)n1)N1CCN(c2ccccc2F)CC1
  -13	.	-6
COCCNC(=O)Cn1cnc2scc(-c3ccc(OC)cc3)c2c1=O
  -6	-10	.
Cc1ccc(N2C(=O)CC(NCc3cccc(C(F)(F)F)c3)C2=O)cc1 (stereo not drawn)
  -6	-3	-5
Cc1cc(C)c(C2NCCCn3cccc32)cc1C (stereo not drawn)
  2	28	.
Cc1cc(NC(=O)COC(=O)C2Oc3ccccc3OC2C)no1 (stereo not drawn)
  4	2	-3
CCOc1ccc(C2NC(=O)N(C)C3=C2C(=O)N(C2CC2)C3)cc1 (stereo not drawn)
  -3	14	-2
O=C1OC(c2ccc3c(c2)OCO3)=NC1=Cc1cc2ccccc2nc1N1CCOCC1
  -3	-2	-5
CCCCNS(=O)(=O)c1ccc2c(c1)nc(CCC)n2CCCC
  3	-11	.
Cc1cnn(CC2CCN(S(=O)(=O)NCc3ccccc3)CC2)c1
  -7	3	.
Cc1cc(C)n2c(CNC(C)c3cccc(Cl)c3)cnc2n1 (stereo not drawn)
  -6	3	.
Cn1nnc2c(SCc3cccnc3)ncnc21
  -6	2	.
CCOC(=O)c1c[nH]c2ccc(C(F)(F)F)cc2c1=O
  -9	19	-8
OC1CCN(c2ccnc(N3CCCC(OCc4ccccn4)C3)n2)CC1 (stereo not drawn)
  -6	-5	.

Later entries:
SMILES	hcGAS inh	NPYLR7 agonist	mcGAS inh
CN1CCCn2c1nc1c2c(=O)n(Cc2ccc(F)cc2)c(=O)n1C	-3	8	.
O=C(O)c1csc(-c2cccc(C(F)(F)F)c2)n1	-2	5	.
Cn1cc(CN2CCCC(CCc3ccccc3C(F)(F)F)C2)cn1 (stereo not drawn)	-2	13	.
COc1ccccc1OC1CN(Cc2cccc3c2OCO3)C1	-2	4	.
C=C(C)CN=c1scc(C)n1N=Cc1sccc1C	-1	-9	.
NC(=O)c1c(NC(=O)c2cc([N+](=O)[O-])cc([N+](=O)[O-])c2)sc2c1CCCC2	-6	-3	-7
COc1ccc(C(C)=O)cc1CN1C(=O)C(C)Sc2ccccc21 (stereo not drawn)	-2	7	.
CN(C)c1ccc(NS(=O)(=O)c2ccc(Cl)c(C#N)c2)cn1	-4	8	.
COC(=O)Cc1nnn(CC(=O)NC(C)(C#N)C(C)C)n1 (stereo not drawn)	-9	8	.
CN(Cc1cccnc1)Cc1cn(Cc2ccccc2)nc1-c1cc2ccccc2o1	-3	-1	-4
N#Cc1ccc(CS(=O)(=O)CC(=O)N(Cc2ccc(F)cc2)C2CC2)cc1	-6	6	.
CN(C(=O)C1CC(c2ccccc2)=NO1)c1ccc(C(N)=O)cc1 (stereo not drawn)	5	-32	.
O=C1NCCN1C1CCCN(c2ccc3ccc(F)cc3n2)C1 (stereo not drawn)	-10&5	0&-3	2
Cc1cc(C)nc(SCc2cc(=O)c(OC(=O)c3cc4ccccc4o3)co2)n1	-4	-10	-4
Cc1nc2n(n1)CC(Nc1ccc3nnc(-c4ccccc4)n3n1)CC2 (stereo not drawn)	-4	2	.
CCN(CC)c1ccc(C(=O)OCC(=O)c2ccccc2)cc1	-3	-3	.
C(#CCN1CCN(CC#CCOCc2ccccc2)CC1)COCc1ccccc1	3	-3	.
Cc1cc(NN=C2CC(C)CC(C)(C)C2)nc2ccccc12 (stereo not drawn)	-7	1	-4
CCCCc1ccc(N2CC(C)Cn3c2nc2c3c(=O)n(CC(=O)OC)c(=O)n2C)cc1 (stereo not drawn)	4	1	1
COCCNC(=O)CSc1nc(NC(C)=O)c(NC(=O)c2cccs2)c(=O)[nH]1	-1	-4	-5
C=CCn1c(C)cn2c3c(=O)n(CCC(C)C)c(=O)n(C)c3nc12	-2	4	-5
COc1ccc(/C=C/C(=O)NCCC(=O)Nc2ccc(CC#N)cc2)cc1	-7	9	.
CSc1ccc(C(=O)NC(C)c2cnn(-c3ccccn3)c2C)cc1 (stereo not drawn)	-2	15	.
C=c1ccccc1=C1C=NNC(=NC(C)Cc2ncccc2C)N1 (stereo not drawn)	-12	-5	-3
COc1ccc(Nc2nccc3[nH]c(-c4cccc(C)c4)nc23)cc1OC	0	-6	-1
Cn1c(-c2cccs2)nn(CCNS(=O)(=O)c2ccccc2Cl)c1=O	-3	3	.
CCn1cc(NC(=O)c2cccc(CN3CC[C@@H]4CCCC[C@H]4C3)c2)nn1	1	-11	.
CO[C@H]1CN(Cc2cnn(-c3ccc(C)c(C)c3)c2)CC[C@H]1N	-9	9	.
CC(c1ccc(Cl)cc1Cl)N(C)C(=O)NCC1CC1 (stereo not drawn)	-6	5	.
COCCCNC(=O)c1nn(-c2ccc(C)c(F)c2)c(=O)n(C(C)c2ccccc2)c1=O (stereo not drawn)	-4	-2	-7
CC(OCc1ccccc1)C(=O)Nc1cc2c(cc1Cl)OCCO2 (stereo not drawn)	-12	-1	-6
COc1ccc(C(=O)N2CCC(C(NC(=O)c3ccccc3C)C(=O)NC(C)C(C)C)CC2)cc1 (stereo not drawn)	0	-8	-3
CCOC(=O)c1cc(-c2ccc(N3CCN(C(=O)c4cc(F)cc(F)c4F)CC3)cc2)n(-c2ccccn2)n1	-2	6	-3
CN(C)c1cccc(COC(=O)c2ccc(CS(C)(=O)=O)cc2)c1	-6	11	-15
CCCCn1c(-c2cc(OC)c(OC)c(OC)c2)nc2c(c(=O)c3ccccc3n2C)c1=O	-3	5	.
CC(C)(C)OC(=O)N(CC1CC1)C1CCN(C(=O)c2ccc3c(c2)NC(=O)CS3)CC1	-2	-2	.
Cc1ccc(NC(=O)N2CCN(c3ccc(Cl)cc3)C(=O)C2C)cc1 (stereo not drawn)	0	2	-5
CCOC(=O)C1CCN(CC(=O)N2N=C(c3ccc(C)cc3C)CC2c2cccc(OC)c2)CC1 (stereo not drawn)	-1	-6	-1
Cc1nc(N(C)C)nc(N2CCC3(CCC(=O)N(C)CC3)CC2)c1C	-3	1	.
CCn1c(Nc2ccc(OC)cc2)nc2ccccc21	-4	-6	-5
COc1cccc(N2CCN(C(=O)c3ccc(C(F)(F)F)cc3)C(C)C2=O)c1 (stereo not drawn)	-6	11	-5
N#Cc1cccc(S(=O)(=O)N(Cc2nnc(-c3ccccc3Cl)o2)C2CC2)c1	-4	4	-5
O=C(c1ccc(Nc2cccc(C(F)(F)F)c2)nc1)N1CCC(O)(Cc2ccccc2)CC1	-5	-7	-5
COc1ccc(-c2nc(C(N)=O)c3[nH]c(=O)n(-c4cccc(C)c4)c3n2)cc1O	-1	3	.
O=C(NC1CC1)c1csc(Nc2ccc(OC(F)F)cc2)n1	-6	5	.
O=C(c1cn(-c2ccccc2)nn1)N1CCN(C(=O)N2CCOCC2)CC1	-4	-2	.
Cc1ccc(S(=O)(=O)Oc2ccc(=O)[nH]n2)cc1	-5	2	.
O=C(NCc1nc2ccccc2n1CC1CCCCC1)c1ccco1	-7	-2	-8
O=C(Nc1ccc(SC2CCCC2)cc1)c1ccc(=O)[nH]c1	-1	7	.
COc1cc(C)c(CN(C)C(=O)CCl)cc1OC	-6&3	-2&-2	.

(next part)
SMILES	hcGAS inh	NPYLR7 agonist	mcGAS inh
COc1cc(CCC(=O)N2CCC(C3CCN(S(C)(=O)=O)CC3)C2)on1 (stereo not drawn)	-5	.	-4
CCOc1nn(CC)cc1C(=O)N1CCCC1	-2	0	.
COc1ccc(CN(Cc2ccco2)C(=O)C(c2ccccc2)c2ccccc2)cc1OS(C)(=O)=O	-7	.	-6
O=C(Nc1ccc2[nH]ncc2c1)c1cccc(CN2[C@@H]3CC[C@H]2CC(O)C3)c1 (stereo partly drawn)	3	17	7
O=C(c1cc(Cn2ccc3ccccc32)[nH]n1)N1CCCC1c1nccs1 (stereo not drawn)	-1	0	-4
COc1cc2c(cc1-c1nccn1CCN1CCNC1=O)OCCCO2	-10	-2	.
CCc1nsc(N2CCCN(C(=O)C3CCC(CC)O3)CC2)n1 (stereo not drawn)	-7	2	.
COC(=O)c1ccc(CSc2n[nH]c(=S)s2)o1	-4	-3	.
CCc1ccc(-c2cc(C(=O)N3[C@@H]4CC[C@H]3CNC(=O)C4)[nH]n2)cc1	-3	7	.
CCN1C(=O)N(CCCc2cccnc2)C(=O)C12CCN(Cc1ccc3c(c1)OCCO3)CC2	-2	16	-16
CC(=O)Nc1ccc(CN(C)c2c(C)nc3ccc(C(=O)NCCCN4CCCC4=O)cn23)cc1	0	-4	0
C=C1C2(C(=O)N3CCC(c4cccc(OC)c4OC)C3)CCC(C2)C1(C)C (stereo not drawn)	-7	7	.
CCCCc1ccc(C(=O)N(Cc2cccc(OS(=O)(=O)c3cccc(C(F)(F)F)c3)c2)CC(C)C)cc1	0	29	-5
CC(NC(=O)C(C)(C)c1ccccc1)C12CC3CC(CC(C3)C1)C2 (stereo not drawn)	-9	-3	.
O=C(c1csc2c1CCCC2)N1CCOCC1	-7&-8	0&7	-6
Fc1cnc(N2CCOCC2)nc1N1CCOCC1	-11	6	.
CCN1CCC(N2CC(COc3ccccc3)C3(CCOCC3)C2)CC1 (stereo not drawn)	-4	.	-3
